C1s inh: blocks human complement C1s protease activity; purified C1s, fluorogenic AMC substrate, pooled mixtures; AID 538; mean inhibition % of two 10-compound mixtures (active compounds read high), % at 5 µM (by protocol); P09871; 0.16% of 62,000 active;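 active = inhibition above 20% in each of the two 10-compound mixture wells holding the compound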;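 also: 0% = enzyme wells lacking compound mixture and 100% = no-enzyme blank wells; some compounds called inactive have numbers as strong as hits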
ROCK2 blocker: ROCK2 (human) kinase inhibition; inhibition, % at 6 µM; 0.35% of 60,000 active; AID 604; purified ROCK2, Kinase-Glo ATP depletion luminescence;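 active = inhibition above the screen-wide mean inhibition plus 3 SD, cut at about 18% in these data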;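 also: plate controls were DMSO wells for no effect and Y-27632 control wells after no-enzyme background subtraction for full effect; many of its hits are not listed in these tables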
FXIIa inh mix: inhibitors of human coagulation factor XIIa, pooled mixtures. inhibition, % at 5 µM. 0.2% of 62,000 active. purified FXIIa, fluorogenic substrate. AID 684. P00748;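 also: 0% = enzyme without compound and 100% = no enzyme blank; some results filed as inactive read as strong as hits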
Target sequence (P00748 20-372 limits assumed): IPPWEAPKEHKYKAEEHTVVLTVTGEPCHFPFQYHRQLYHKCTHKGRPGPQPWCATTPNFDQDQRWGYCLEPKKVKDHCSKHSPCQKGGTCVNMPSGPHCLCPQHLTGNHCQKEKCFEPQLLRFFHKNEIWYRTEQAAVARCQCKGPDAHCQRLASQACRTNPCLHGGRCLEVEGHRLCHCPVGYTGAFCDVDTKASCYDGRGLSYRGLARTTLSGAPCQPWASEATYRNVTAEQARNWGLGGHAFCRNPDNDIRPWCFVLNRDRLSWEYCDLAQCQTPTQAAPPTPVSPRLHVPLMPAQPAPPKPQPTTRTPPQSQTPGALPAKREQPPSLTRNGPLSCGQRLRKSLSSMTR
Target sequence (P00748 373-615 limits assumed): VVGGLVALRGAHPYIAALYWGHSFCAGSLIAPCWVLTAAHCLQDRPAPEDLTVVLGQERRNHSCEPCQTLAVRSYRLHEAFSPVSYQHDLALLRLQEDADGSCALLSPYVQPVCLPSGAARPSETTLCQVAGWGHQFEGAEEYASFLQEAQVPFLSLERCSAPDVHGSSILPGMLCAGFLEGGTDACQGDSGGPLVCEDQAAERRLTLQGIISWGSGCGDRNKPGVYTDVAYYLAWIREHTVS
PKA inh: blocks human protein kinase A activity; P17612; inhibition, % at 6 µM; PKA Kemptide phosphorylation, Kinase-Glo ATP luminescence; 0.1% of 65,000 active;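 active = inhibition above the screen-wide mean inhibition plus 3 SD, cut at about 21% in these data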; also: many of its hits are not listed in these tables
CatS block: blocks human cathepsin S protease activity; P25774; AID 501; recombinant cathepsin S, AMC dipeptide fluorescence, pooled mixtures; 0.06% of 62,000 active; inhibition, %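 (tested at 5 µM per compound within 10-compound mixtures)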; in the data active = inhibition above about 32%, passing the limit was not always enough;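 also: 0% = enzyme without compound and 100% = blank without enzyme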
Cathepsin G inh: cathepsin G (human) inhibition | purified enzyme, AMC-tetrapeptide fluorescence, pooled mixtures | AID 581 | 0.2% of 62,000 active | inhibition, % at 5 µM (by protocol) | P08311;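 active = inhibition above 20% in each of the two mixture wells holding the compound; inactive = inhibition of 20% or less in either well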;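 also: 0% = enzyme control without mixture and 100% = blank lacking enzyme; strong numbers were not always called active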
Target sequence (P08311 21-244 limits assumed): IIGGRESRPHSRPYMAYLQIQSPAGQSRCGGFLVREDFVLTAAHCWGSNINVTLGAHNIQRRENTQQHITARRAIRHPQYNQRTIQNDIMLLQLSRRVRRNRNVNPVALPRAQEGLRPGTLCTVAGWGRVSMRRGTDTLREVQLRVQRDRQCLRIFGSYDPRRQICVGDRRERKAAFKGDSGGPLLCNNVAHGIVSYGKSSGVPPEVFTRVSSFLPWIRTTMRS
FXIa mix inh: inhibitors of human coagulation factor XIa, pooled mixtures; P03951; purified FXIa, fluorogenic substrate; inhibition, % at 5 µM; 0.19% of 62,000 active; AID 680;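 also: each value is inhibition by a whole ten-compound pool holding the compound; 0% = enzyme with no mixture and 100% = wells lacking enzyme; strong numbers were not always called active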
CatL block: blocks human cathepsin L protease activity | P07711 | purified cathepsin L, fluorogenic substrate, fluorescence | inhibition, %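 (tested at 10 µM)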 | 0.17% of 58,000 active | AID 460; in the data active = inhibition above about 45%;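 also: 0% = enzyme with no compound and 100% = no enzyme blank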
Target sequence (P07711 114-288 limits assumed): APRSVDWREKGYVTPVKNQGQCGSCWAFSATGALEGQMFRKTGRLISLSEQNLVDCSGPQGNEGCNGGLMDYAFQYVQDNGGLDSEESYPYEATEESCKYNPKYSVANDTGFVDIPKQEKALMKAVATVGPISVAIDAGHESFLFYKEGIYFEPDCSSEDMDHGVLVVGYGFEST
Target sequence (P07711 292-333 limits assumed): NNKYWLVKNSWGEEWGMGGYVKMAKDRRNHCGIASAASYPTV
JNK3 inh: inhibitors of human JNK3 kinase. P53779. purified JNK3 kinase activity, HTS. inhibition, % at 8 µM. 0.61% of 60,000 active; in the data active = inhibition above about 17%;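 also: 0% = DMSO and 100% = reference inhibitor; many of its hits are not listed in these tables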
An asterisk follows results filed as active; x = not tested or not shown. Rule as the data show it, unless noted: active = inhibition above about 20% (passing the limit was not always enough); inactive = the rest.

cpd	mol	C1s inh	CatS block	JNK3 inh	PKA inh	ROCK2 blocker	FXIa mix inh	FXIIa inh mix	CatL block	Cathepsin G inh
1	Nc1c(C(=O)NCCN2CCOCC2)c2nc3ccccc3nc2n1-c1ccccc1	-75	4	-10	-6	-5	-13	11	-66	-20
2	CN(C)S(=O)(=O)c1ccc(-c2ccccc2)cc1	-33	-6	5	2	5	7	-13	-3	7
3	CC(=O)Nc1nc2n(n1)C(c1ccc(F)cc1)C=C(c1ccccc1)N2 (centres undefined)	-15	6	-2	3	0	2	-6	49*	-4
4	COc1ccc(-c2cc(C(=O)N3CC4(C)CC3CC(C)(C)C4)no2)cc1 (centres undefined)	-3	-4	x	-2	x	13	4	17	3
5	CCc1c(C(=O)Nc2ccc(S(=O)(=O)N3CCOCC3)cc2)csc1C	3	3	2	5	0	-3	-19	-2	7
6	Clc1ccccc1-c1nnc2sc(-c3ccccn3)nn12	-20	3	0	7	5	2	16	2	2
7	COCCCn1c(=N)c(C(N)=S)cc2c(=O)n3cccc(C)c3nc21	-49	16	-3	9	7	2	10	-29	-4
8	COCCNC(=O)Cn1cnc2c1c(=O)n(C)c(=O)n2C	9	-7	x	x	x	10	0	x	7
9	COc1ccc(CCn2nnnc2C(CC(C)C)N2CCN(c3ncccn3)CC2)cc1OC (centres undefined)	13	-3	4	-4	-4	6	3	-16	9
10	CCN(CC)CCCC1(CN)OCCc2ccccc21 (centres undefined)	-7	6	-4	0	-12	4	2	2	11
11	CCOCCn1c(CN2CCC(Cc3ccccc3)CC2)nc2c1c(=O)n(C)c(=O)n2C	17	-16	-3	-4	-3	4	-11	3	15
12	CC(=O)c1sc(NC(=O)c2ccco2)nc1-c1ccccc1	3	10	7	6	-6	0	12	18	7
13	COc1ccccc1CN1C(=O)CCC1(C)C(=O)NCc1cccnc1 (centres undefined)	-39	6	0	0	-15	3	21	4	-9
14	COc1ccccc1NC(=O)N1CCn2c(nc3ccccc32)C1	10	-13	-4	1	-9	4	-6	-1	8
15	Cc1nnc(SCCn2c(N3CCC(Cc4ccccc4)CC3)nc3c2c(=O)[nH]c(=O)n3C)s1	-2	1	x	-7	x	3	5	3	-1
16	COc1ccc(-c2nc(C#N)c(NC(C)c3ccccc3)o2)cc1OC (centres undefined)	39	16	-2	-1	5	7	0	-30	8
17	CCCC(=O)NCCc1cc2c(C)ccc(C)c2[nH]c1=O	10	3	-3	-1	3	2	0	10	8
18	COC(=O)c1ccc(CSCC(=O)Nc2cc(OC)cc(OC)c2)o1	-2	-7	3	3	2	6	0	5	-7
19	Cc1cc(N2CCN(C(=O)c3ccco3)CC2)nc(-c2ccccc2)n1	14	15	3	6	4	7	5	15	16
20	COc1ccc(N2C(=O)C3CCCN3C2c2ccccc2)cc1 (centres undefined)	14	-1	-6	3	-1	9	0	2	10

The list goes on:
cpd	mol	C1s inh	CatS block	JNK3 inh	PKA inh	ROCK2 blocker	FXIa mix inh	FXIIa inh mix	CatL block	Cathepsin G inh
21	CCCC(C)C(=O)Nc1cccc(NC(C)=O)c1 (centres undefined)	15	-3	-5	9	7	9	-10	3	9
22	COc1cccc2c(=O)n(CC(=O)NC3CCCCC3)ccc12	-38	-5	-4	1	-8	1	10	x	-7
23	CN1CCN(C(CNS(=O)(=O)c2ccc(Cl)cc2)c2cccnc2)CC1 (centres undefined)	-3	-9	x	6	x	2	-6	-7	5
24	C=CCOc1ccc(/C(O)=C2/C(=O)C(=O)N(CCN3CCOCC3)C2c2ccc(C)cc2)cc1 (centres undefined)	-5	10	-2	-5	-1	5	-11	13	2
25	CCN(CC)C(=O)CSc1nsc(SCC(=O)N(CC)CC)c1C#N	5	7	x	10	x	7	6	23	0
26	CC(=O)OCC(OC(C)=O)C(OC(C)=O)C(OC(C)=O)C(=O)Nc1ccc(C)cc1 (centres undefined)	3	-1	-4	4	3	13	6	-10	1
27	CCN1C(=O)N(C)C2(c3ccccc3)N(C)C(=O)N(C)C12c1ccccc1 (centres undefined)	-18	-7	2	4	1	7	19	-3	3
28	CCOc1ccc(-n2c(=S)sc3c(=O)[nH]c(SCC(=O)NCc4ccco4)nc32)cc1	-25	-2	x	7	x	6	7	-4	-4
29	O=C(Nc1ccc2oc(-c3cccnc3)nc2c1)c1cccnc1	-3	-5	-1	12	15	1	16	8	8
30	CCOC(=O)C1=C(C)NC2=C(C(=O)CC(C)(C)C2)C1c1cccc(C)n1 (centres undefined)	1	-1	1	-4	-1	7	-16	x	0
31	Cc1cc(-n2ccc(=O)[nH]c2=O)nc(-c2ccccc2)n1	4	-19	-12	-9	-4	10	8	9	0
32	O=C(CCCc1nc(-c2ccccc2Cl)no1)NCc1cccnc1	-3	12	1	-13	-4	5	4	-3	-1
33	CCCN1CCN(CCCNC(=O)CN2C(=O)COc3ccccc32)CC1	17	-2	1	-3	-5	11	4	-8	10
34	COc1cccc(C2/C(=C(/O)c3ccncc3)C(=O)C(=O)N2CCCN(C)C)c1 (centres undefined)	-27	3	1	6	4	4	8	x	7
35	CCCCOc1ccc(CN2CCC(O)CC2)cc1	12	-4	3	10	5	2	11	22	16
36	O=C(OCc1cc2ccccc2[nH]c1=O)c1cccnc1	-49	1	5	6	3	1	-14	10	4
37	COc1ccccc1-c1nc(-c2ccc(C)nc2OC)no1	4	-3	-15	-1	1	6	9	-8	0
38	CCN(CC)c1ccc2c(C)c(CN3CCOCC3)c(=O)oc2c1	-71	-12	-4	8	3	-9	2	-59	-1
39	O=C(O)Cn1c(SCCOc2ccccc2F)nc2ccccc21	2	4	-1	-2	-2	11	2	-5	0
40	CC(=O)/C=C(\C)NCCNc1c(F)c(F)c(CO)c(F)c1F	x	x	2	-1	2	x	x	-2	x

The final 3 records of the section above come first, to join the parts.
cpd	mol	C1s inh	CatS block	JNK3 inh	PKA inh	ROCK2 blocker	FXIa mix inh	FXIIa inh mix	CatL block	Cathepsin G inh
38	CCN(CC)c1ccc2c(C)c(CN3CCOCC3)c(=O)oc2c1	-71	-12	-4	8	3	-9	2	-59	-1
39	O=C(O)Cn1c(SCCOc2ccccc2F)nc2ccccc21	2	4	-1	-2	-2	11	2	-5	0
40	CC(=O)/C=C(\C)NCCNc1c(F)c(F)c(CO)c(F)c1F	x	x	2	-1	2	x	x	-2	x
41	Cc1c(C(=O)N2CCOCC2)sc2nc(-c3ccccc3)cn12	-13	-1	0	12	7	0	14	20	-2
42	Cc1ccc(CCNC(=O)CN2CCN(Cc3ccccc3F)C2=O)cc1	-4	4	x	-2	x	2	5	12	1
43	COc1ccc(NC(=O)CN2CCN(CC(=O)Nc3ccccc3Cl)CC2)cc1	-11	9	7	2	1	8	7	11	5
44	CCOC(=O)C(C)Oc1ccccc1C1NC(=O)NC(C)=C1C(=O)Nc1ccc(C)c(C)c1 (centres undefined)	18	1	2	-3	2	5	-1	11	12
45	Cc1csc(SCC(=O)c2cc(C)n(Cc3cccs3)c2C)n1	10	66	3	8	6	16	0	-3	7
46	O=C(COc1ccc(Cl)cc1Cl)Nc1ccccn1	-1	12	4	-28	-65	0	-1	-3	11
47	COc1nc(OC)nc(N(C)CCO)n1	-13	9	-5	0	1	7	-9	12	7
48	Cc1nc2ccc(NC(=O)C3CCN(S(=O)(=O)c4cccs4)CC3)cc2s1	-1	-12	-5	0	-3	4	0	-7	-2
49	Cc1ccc(-c2nn3c(-c4ccco4)nnc3c3ccccc23)cc1S(=O)(=O)NCC1CCCO1 (centres undefined)	-3	0	1	-3	-3	10	0	2	1
50	Cc1nc2c(C(=O)NCc3ccco3)cnn2c(C)c1Cc1ccc(F)cc1Cl	5	-9	-5	11	3	6	10	-2	11
51	CCOC(=O)Cc1csc(NC(=O)CCN2C(=O)c3ccccc3C2=O)n1	2	9	0	-5	1	7	-16	2	-2
52	Cc1ccc(S(=O)(=O)Cn2nnnc2C(c2ccccn2)N2CCN(c3ccccc3)CC2)cc1 (centres undefined)	-6	2	-6	7	5	-7	-4	6	7
53	O=C(NCCN1CCCCC1)c1ccc2c(c1)OCCO2	12	-7	1	8	6	9	-3	18	7
54	CCSc1ccccc1C(=O)Nc1nncs1	15	1	2	11	8	10	0	3	10
55	COc1ccc(CC(C(=O)Nc2cccc(F)c2)c2nn[nH]n2)c(OC)c1 (centres undefined)	0	4	1	0	0	9	1	-11	0
56	COc1ccc(CN(CC(=O)NCc2ccco2)C(=O)CCC(=O)Nc2nccs2)cc1	30	5	5	4	3	18	7	18	15
57	CN1CCN(C(=O)c2ccccc2-c2ccccc2C(=O)O)CC1	8	3	2	10	3	4	17	14	10
58	O=C(CN(C(=O)Cn1nnc(-c2cccs2)n1)c1ccc2c(c1)OCCO2)NC1CCCCC1	4	-5	-2	-3	-4	13	9	-15	3
59	O=C(NCc1ccc2c(c1)OCO2)c1ccc(CN2CCOCC2)cc1	6	7	0	8	6	13	1	30	8
60	O=C(CCC1CCCC1)N1CCN(C2CCCC2)CC1	11	-3	-3	9	4	7	5	7	10

(continued)
cpd	mol	C1s inh	CatS block	JNK3 inh	PKA inh	ROCK2 blocker	FXIa mix inh	FXIIa inh mix	CatL block	Cathepsin G inh
61	O=C(c1ccco1)N1CCCC(c2nc(-c3ccc(S(=O)(=O)NCc4ccccc4)cc3)no2)C1 (centres undefined)	-5	-6	x	9	x	9	-17	x	6
62	CC12CCC(C(=O)N3CCN(Cc4ccccc4)CC3)(OC1=O)C2(C)C (centres undefined)	1	10	2	6	3	4	11	1	-2
63	Cn1c(=O)c2c(-c3ccccc3)n(C3CCCCC3)cc2n(C)c1=O	-25	-9	-4	7	5	-3	2	7	-1
64	CC(=O)c1cccc(NC(=O)C2C3C=CC(C4CC34)C2C(=O)O)c1 (centres undefined)	-23	10	2	11	9	-2	-12	2	-4
65	CCOC(=O)c1sc(C)c2c(=O)n(CC)nnc12	-9	-2	1	1	2	3	1	3	0
66	Cc1ccc(CNC(=O)CSc2ncccn2)cc1	2	13	x	3	x	2	-5	27	11
67	O=C(CN1C(=O)COc2ccccc21)NCc1ccc(C(=O)O)cc1	-35	-3	-2	7	4	-2	8	15	-4
68	COC(=O)C1(S(=O)(=O)c2cccc3nsnc23)CC1	2	1	0	6	4	10	0	6	8
69	COc1cc(NC(=O)Nc2ccccc2OC)c(OC)cc1NC(=O)CN1CCCCC1	0	-5	-13	8	0	2	3	1	0
70	COC(=O)CCSCC(=O)Nc1nnc(C)s1	-4	0	4	9	6	2	3	x	10
71	CC(C)(C)c1cc(C(=O)NCc2ccco2)ccn1	23	-4	-4	4	3	4	-1	x	-7
72	O=C(Nc1ccc2c(c1)OCCO2)C1CCCN(c2ncccn2)C1 (centres undefined)	5	0	-4	9	5	9	4	15	12
73	Cc1ccc(Cn2nnc3c(=O)[nH]c(C(=O)NCc4ccco4)nc32)cc1	12	0	0	-2	-4	7	2	13	8
74	COC(=O)c1sc(NC(=O)CSc2nnc(C(C)C)n2C)nc1C	-37	7	-3	4	4	3	-20	8	-1
75	O=C(c1c(F)cccc1F)N1CCN(c2ccccc2F)CC1	3	9	-7	6	4	10	0	1	7
76	CCCCCSc1nnc2c(n1)OC(c1cccn1C)N(C(C)=O)c1ccccc1-2 (centres undefined)	2	6	-3	8	4	-4	-3	22	10
77	CCC(=O)O[C@]1(C(=O)CCl)[C@@H](C)C[C@H]2[C@@H]3CCC4=CC(=O)C=C[C@]4(C)[C@@]3(F)[C@@H](O)C[C@@]21C	-36	-10	9	-7	-7	-3	-3	27	-15
78	CC(C)NC(=O)C1CCN(C(=O)c2cc3sccc3n2Cc2ccc(F)cc2)CC1	9	-3	2	-2	-1	3	11	-4	9
79	C=CCNc1nc2c(c(=O)[nH]c(=O)n2C)n1Cc1cccc(C)c1	-3	1	-2	-6	-1	12	-21	x	-3
80	CC(=O)Oc1c2occc2cc2ccc(=O)oc12	-2	8	2	8	4	-6	-5	3	-1
81	C[C@H](NC(=O)OC(C)(C)C)c1nnc(SCC(=O)c2ccc(Cl)cc2)o1	-21	-24	-5	2	6	-2	-1	1	-6
